NCOA2 inhibitor = inhibits human steroid receptor coactivator 2; 370,000 tested, 0.17% active; Q15596; AID 651957; HEK293 GAL4-SRC2 luciferase reporter, luminescence; inhibition, % at 9 µM;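 active = inhibition above the mean inhibition of all tested compounds plus 3 SD, set per campaign, cut at about 52% in these data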;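 note: 0% = DMSO treated cells and 100% = cells given Gossypol at 36 µM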
ABHD5-PLIN5 inh = inhibitors of human ABHD5-perilipin-5 interaction; Q00G26+Q8WTS1; Split G. princeps luciferase complementation, luminescence, 4 h; inhibition, % at 4 µM; 360,000 tested, 0.78% active;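 active = inhibition above the mean inhibition across every tested compound plus 3 SD, cut at about 22% in these data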;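 note: 0% = DMSO only wells and the 100% control is not disclosed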
MC4R barr agon = human MC4R agonism via beta-arrestin; P32245; activation, % at 8.9 µM; AID 540308; 360,000 tested, 0.98% active; U2OS MC4R beta-arrestin complementation, luminescence; percent of melanotan II response, DMSO zero;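 active = activation above a per-plate cutoff, the mean activation of sample wells on that plate plus 3 SD, cut at about 8% in these data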
SRC3 inh = inhibits human SRC3 coactivator. inhibition, % at 3.6 µM. Q9Y6Q9. 360,000 tested, 0.17% active. HEK293 GAL4-SRC3 luciferase reporter, luminescence;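 active = inhibition above a per-campaign cutoff, the mean of all compounds plus 3 SD, cut at about 60% in these data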;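 note: 0% = DMSO-treated cells and 100% = gossypol-treated cells at 36 µM; higher means less SRC3-driven luciferase light from the GAL4 reporter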
EBV LMP1 NFkB = reduces LMP1-driven NF-kappaB luciferase signal | LMP1-induced NF-kappaB luciferase reporter cells, luminescence | inhibition, % at 12.5 µM | 350,000 tested, 0.69% active | AID 504558; in the data active = inhibition above about 41%;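 note: 0% = neutral control wells and 100% = reference inhibitor control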
NOD2 RIPK2 PPI = inhibitors of human NOD2-RIPK2 interaction | AID 624267 | CHO BLA complementation NOD2-RIPK2, CCF4 ratio | 360,000 tested, 0.38% active | inhibition, % at 4.98 µM; in the data active = inhibition above about 21%;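 note: 0% = vehicle only and 100% = reference blocker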
NCOA1 inh = inhibitors of human steroid receptor coactivator 1 (SRC1); Q15788; HEK293 GAL4-SRC1 luciferase reporter, luminescence; inhibition, % at 3.6 µM; 360,000 tested, 0.12% active; AID 588354;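 active = inhibition above the campaign mean plus 3 SD, with each screening campaign given its own cutoff, cut at about 60% in these data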;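 note: 0% = DMSO treated cells and 100% = gossypol at 36 µM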
MC4R antag cAMP = human MC4R antagonism in cAMP assay; 360,000 tested, 0.48% active; AID 540295; inhibition, % at 6.5 µM; P32245; MC4R-expressing cells, MTII-stimulated cAMP, LANCE TR-FRET;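 active = inhibition above its plate's cutoff, the mean of tested wells on that plate plus 3 SD, cut at about 29% in these data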;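 note: 0% = Melanotan II alone and 100% = Melanotan II plus saturating MCL0020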
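Material – human MC4R-expressing U2OS cells · Repeats – no replicates · Detection – TR-FRET with Eu-cAMP and labeled anti-cAMP, 671 nm · Times – compound 30 min, challenge 1 h, detection 1 h · Compound – single nominal compound dose of 6.5 µM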
COUP-TFII inh = inhibitors of human COUP-TFII (NR2F2); P24468; HEK293T NGFI-A luciferase reporter, luminescence; inhibition, % at 8.6 µM; 370,000 tested, 0.7% active; AID 686940;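 active = inhibition above a per-plate cutoff, mean inhibition of test wells between control levels plus 3 SD, cut at about 38% in these data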;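 note: cells cotransfected with COUP-TFII expression vector driving the NGFI-A reporter; 0% = median of COUP-TF2 test wells and 100% = reporter-only cells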
Target sequence (P24468 whole entry, looked up): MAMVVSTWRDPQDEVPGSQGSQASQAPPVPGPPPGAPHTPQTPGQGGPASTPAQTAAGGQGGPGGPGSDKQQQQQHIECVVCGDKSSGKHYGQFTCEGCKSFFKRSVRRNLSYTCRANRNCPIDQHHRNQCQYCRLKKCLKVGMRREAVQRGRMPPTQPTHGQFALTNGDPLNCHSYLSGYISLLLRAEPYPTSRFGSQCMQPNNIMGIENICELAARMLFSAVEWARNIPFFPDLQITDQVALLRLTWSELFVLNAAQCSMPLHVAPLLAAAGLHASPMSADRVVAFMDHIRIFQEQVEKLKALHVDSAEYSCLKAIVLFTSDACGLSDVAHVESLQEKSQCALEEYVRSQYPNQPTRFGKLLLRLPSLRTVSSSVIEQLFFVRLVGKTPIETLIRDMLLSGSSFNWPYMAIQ
TLR9-MyD88 block = inhibitors of human TLR9-MyD88 binding; 340,000 tested, 0.21% active; CHO BLA complementation TLR9-MyD88, CCF4 FRET ratio; inhibition, % at 4.98 µM;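 active = inhibition above the mean over all tested compounds plus 3 SD, cut at about 21% in these data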;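 note: 0% = DMSO only wells and 100% = clavulanate BLA inhibitor control wells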
NR5A2 inv ag = inverse agonists of human LRH-1 (NR5A2). 360,000 tested, 0.13% active. O00482. HEK293T StAR-luciferase reporter, LRH-1 transfected, 24 h. inhibition, % at 3.6 µM;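 active = inhibition above the mean inhibition of all tested compounds plus 3 SD, cut at about 73% in these data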;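 note: 0% = DMSO wells and 100% = reporter-only cells lacking LRH-1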
Target sequence (O00482 whole entry, looked up): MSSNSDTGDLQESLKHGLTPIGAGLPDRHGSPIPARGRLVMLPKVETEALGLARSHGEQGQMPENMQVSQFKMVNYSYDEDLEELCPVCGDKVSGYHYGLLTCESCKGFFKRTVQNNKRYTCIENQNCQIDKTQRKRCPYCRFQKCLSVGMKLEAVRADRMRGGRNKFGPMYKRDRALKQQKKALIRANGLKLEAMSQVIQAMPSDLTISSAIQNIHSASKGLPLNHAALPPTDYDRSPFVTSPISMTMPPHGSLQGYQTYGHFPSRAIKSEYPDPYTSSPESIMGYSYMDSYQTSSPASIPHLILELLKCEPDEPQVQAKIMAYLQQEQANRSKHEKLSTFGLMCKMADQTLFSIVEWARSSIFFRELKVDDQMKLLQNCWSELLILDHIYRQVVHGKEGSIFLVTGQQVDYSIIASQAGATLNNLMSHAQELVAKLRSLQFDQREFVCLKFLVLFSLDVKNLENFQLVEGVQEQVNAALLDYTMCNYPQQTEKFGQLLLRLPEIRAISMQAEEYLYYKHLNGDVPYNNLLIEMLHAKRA
* hit, by the source's call; x = no result given. A portion of the library; count on the stated rates, not on these rows.

NCOA2 inhibitor,COUP-TFII inh,SRC3 inh,NR5A2 inv ag,EBV LMP1 NFkB,MC4R antag cAMP,TLR9-MyD88 block,MC4R barr agon,NCOA1 inh,ABHD5-PLIN5 inh,NOD2 RIPK2 PPI,structure
-9,-11,-19,4,0,13,9,-1.7,1,3,-9,CC(CCc1ccc(O)cc1)NCCc1ccc(O)c(O)c1 (configuration not stated)
5,11,0,13,-5,-12,-7,1.2,-5,3,-15,CNC(=O)C1CCN(S(=O)(=O)c2c(C)noc2/C=C/c2cccc(OC)c2)CC1
-29,8,10,-22,-4,15,3,3.1,3,-3,-14,O=c1c2ccc([N+](=O)[O-])cc2ncn1CCOc1ccc(Cl)cc1
-14,0,3,14,-1,3,6,-0.1,15,-3,-6,O=C(O)c1cn(Cc2ccccc2)nc1-c1cccnc1
-16,-5,4,12,-13,6,-1,0.3,6,0,-11,CCC(Sc1nccn1C)C(=O)Nc1nnc(C)s1 (configuration not stated)
17,-1,9,8,-1,25,x,0.9,-27,-3,-2,CCCN1CCN(C(=O)Cn2cnc3ccc(S(=O)(=O)N4CCC(C)CC4)cc3c2=O)CC1
2,7,22,30,-3,-2,11,2.3,3,-12,-7,CCCC(=O)NC(=S)Nc1cccc(NC(=O)c2ccc(Cl)cc2Cl)c1
-3,-12,14,-7,0,-5,9,2.1,-13,-4,2,COc1ccc(/C=C/C(=O)Oc2ccc(C=O)cc2OC)cc1
-7,-4,0,21,4,9,2,-2.7,-6,-3,-1,CCOc1cccc(C2C(C(=O)c3ccc(C)o3)=C(O)C(=O)N2Cc2ccccc2)c1 (configuration not stated)
-48,-71,-41,-5,10,9,-6,-0.9,-75,0,-8,NCCNC(=O)Cc1ccc(NC(=O)Cc2ccc(Nc3ncnc4c3ncn4[C@@H]3O[C@H](CO)[C@@H](O)[C@H]3O)cc2)cc1
-14,-13,11,-7,-4,-1,-10,-0.1,11,1,-3,Cc1cccc(N2C(=O)C3C(c4ccccc4)OC4(C(=O)c5ccccc5C4=O)C3C2=O)c1 (configuration not stated)
18,-3,6,-37,3,7,2,-0.9,-7,5,-5,CC(NC(=O)CNC(=O)c1ccccc1Br)c1cccs1 (configuration not stated)
11,29,-16,3,-2,20,13,-1.1,-10,3,45*,COc1ccc(-c2cc(-c3cccs3)nc3sc(C#N)c(N)c23)cc1
19,1,27,-11,2,3,-5,1.9,7,-6,-19,C[N+]1(CC(=O)OCCCC2CCCCC2)CCCC1
2,-1,4,-17,-7,18,-1,0.1,6,-7,10,CCCCn1c2nc3ccccc3nc2c2c(=O)n(C(C)CC)cnc21 (configuration not stated)
-13,8,5,-6,0,1,-8,-1.3,9,-1,-9,Cc1ccc(NC(=O)N2CCC(NC(=O)c3cccc(F)c3)CC2)cc1
-9,18,-5,3,-1,7,-10,1.6,-20,17,3,Cc1ccc(S(=O)(=O)N2CCCCC2)cc1NC(=S)NC(=O)c1ccco1
-17,15,3,-6,-29,6,5,-1.0,7,0,-21,CN(C)CCCNC(=O)c1cc(C(=O)c2c(Cl)cccc2Cl)c[nH]1
-27,-25,2,0,7,-1,0,-3.7,-11,-10,-2,CNC(=S)N/N=C(\C)c1cccc(C(F)(F)F)c1
3,5,20,0,-8,16,3,-1.9,5,1,1,N#CCCN(C(=O)COC(=O)COc1ccc(Cl)cc1)c1ccccc1
35,-11,33,9,22,0,10,0.1,28,-4,7,CC(=O)c1ccc(-n2c(C)c(C(C)=O)c3cc(O)ccc32)cc1
11,-8,-6,-10,6,17,0,-1.2,-7,-5,-8,CCn1cc(C(=O)O)c(=O)c2cnc(N3CCN(C(=S)Nc4ccccc4C(F)(F)F)CC3)nc21
-5,3,6,12,5,22,3,0.9,11,-4,-3,CC(=O)NCc1ccc(S(=O)(=O)N/N=C/c2ccccc2)cc1
17,-8,10,11,-36,-11,11,2.7,-3,-2,7,Cn1c(SCC(=O)Nc2ccc(F)cc2)nc2c([nH]c3ccccc32)c1=O
-57,-8,-30,39,-24,8,5,-2.9,-12,2,-8,O=C(Nc1nc2ccccc2s1)c1ccc([N+](=O)[O-])o1
-12,-5,22,21,-20,-6,6,1.0,17,17,-6,Cc1ccc(S(=O)(=O)NC(=O)NCc2ccccn2)cc1
40,17,26,5,31,-12,7,0.0,18,-5,-12,COc1ccc(O)c(/C=N/NC(=O)c2ccc(CSc3nc(C)cc(C)n3)cc2)c1
-6,2,2,16,-8,14,2,-1.9,-5,-7,-3,N#Cc1ccc(Cl)cc1NC(=O)COC(=O)c1ccc(S(=O)(=O)N2CCCC2)cc1
-12,-10,7,5,x,-4,8,-1.6,11,-3,-18,COc1cc(CN2CCC(Oc3cc(C(=O)NC4CC4)ccc3OC)CC2)cc(OC)c1
1,-5,0,-14,3,14,13,8.2,-17,-1,7,CCc1cccc(NC(=O)COC(=O)C2CCN(c3ccc(C(F)(F)F)cn3)CC2)c1
-11,10,10,23,5,8,4,0.1,-8,4,4,OC(CCCN1CCC(O)(c2ccc(Cl)cc2)CC1)c1ccc(F)cc1 (configuration not stated)
24,-2,2,4,-9,5,-5,-0.3,-10,7,-4,O=C(NC(=O)c1c(F)cccc1F)Nc1cccc(Oc2ncc(Cl)cn2)c1
-8,15,-5,0,5,11,-5,-2.5,-5,-6,2,COC(=O)c1ccc(C2NC(C(=O)O)CS2)cc1 (configuration not stated)
11,33,16,17,15,7,7,0.1,-3,-4,1,CCCCNS(=O)(=O)c1ccc2nc(SCC(=O)Nc3sccc3C#N)[nH]c2c1
24,-23,9,16,3,7,3,-0.2,-14,2,15,CCOC(=O)c1ccccc1NC(=O)CSc1nnc(C(C)C)n1CC
-27,-23,-8,5,-5,-5,-1,-0.5,-5,-1,-8,CC[C@]1(C(=O)OC)[C@H]2C(=O)N(C)C(=O)[C@H]2[C@H]2CN(C)C(=NC3CCCCC3)N21
-16,-50,-96,-120,-16,-9,-6,0.1,-107,0,-5,O=C(N=Nc1c(O)[nH]c2ccccc12)Nc1ccccc1
-29,-13,2,5,-4,0,-12,1.7,-5,-7,-6,Cc1ccc(Nc2nnc(SCC(=O)c3ccc(O)cc3O)s2)cc1
7,8,14,10,12,1,2,-0.8,8,3,-13,CN(CC(=O)O)S(=O)(=O)c1ccc2c(c1)NC(=O)CC(=O)N2
12,12,5,2,4,7,-2,-4.8,-25,-3,-7,Cc1nn(-c2ccccc2)c(C)c1/C=N/n1cnnc1
-14,2,-2,0,3,5,1,-0.5,2,5,-13,COc1ccccc1N1CCN(CCCCNC(=O)c2ccc3ccccc3c2)CC1
4,8,23,-12,-3,3,5,-3.4,-10,-4,-2,Cc1ccc(CNC(=O)CSCc2cccc(F)c2)cc1
-20,-1,10,-10,-4,19,6,-1.3,-31,0,-9,C=CCn1c(CSCc2ccc(Cl)cc2Cl)nnc1SCC(=O)Nc1ccc(C(=O)O)cc1
-29,5,2,9,-2,10,-1,1.4,-3,8,-2,O=[N+]([O-])c1ccc(-c2nn(-c3ccccc3)cc2/C=N/n2c(-c3ccncc3)n[nH]c2=S)cc1
-86,-22,-68,-176,-1,8,10,-1.6,-89,-1,-12,O=C(NN=C1C2CC3CC1CC(Cl)(C3)C2)c1cccs1
8,10,2,6,11,3,-6,-3.2,5,8,-8,O=C(c1ccc2c(=O)n3c(nc2c1)CCCCC3)N1CCN(c2ccc(F)cc2)CC1
-6,2,29,7,-3,-11,-2,0.4,22,5,-13,Cc1ccccc1NC(=O)c1cnn(-c2ccccc2)c1NC(=O)c1ccco1
-9,-1,10,10,-4,15,-5,3.4,3,2,-3,CCCCN(C)Cc1cc(=O)oc2ccc3ccccc3c12
-26,-36,-68,-126,-34,13,12,4.5,-111,3,30*,O=C(/C=C/c1c[nH]c2ccccc12)c1ccccc1
10,-2,2,0,1,1,-13,-3.2,-4,5,-4,CC[C@]12c3[nH]c4cc(-c5ccco5)ccc4c3CCN1C(=O)[C@@H](CC(=O)NCCCn1ccnc1)C[C@@H]2C(=O)N1CCN(C(=O)c2ccco2)CC1

Pulled by compound from the entries so far:
NCOA2 inhibitor,COUP-TFII inh,SRC3 inh,NR5A2 inv ag,EBV LMP1 NFkB,MC4R antag cAMP,TLR9-MyD88 block,MC4R barr agon,NCOA1 inh,ABHD5-PLIN5 inh,NOD2 RIPK2 PPI,structure
-14,2,-2,0,3,5,1,-0.5,2,5,-13,COc1ccccc1N1CCN(CCCCNC(=O)c2ccc3ccccc3c2)CC1
8,10,2,6,11,3,-6,-3.2,5,8,-8,O=C(c1ccc2c(=O)n3c(nc2c1)CCCCC3)N1CCN(c2ccc(F)cc2)CC1

(more compounds)
NCOA2 inhibitor,COUP-TFII inh,SRC3 inh,NR5A2 inv ag,EBV LMP1 NFkB,MC4R antag cAMP,TLR9-MyD88 block,MC4R barr agon,NCOA1 inh,ABHD5-PLIN5 inh,NOD2 RIPK2 PPI,structure
10,-4,-15,-20,-4,22,-2,2.6,3,-4,-10,O=C(NNC(=O)c1ccc2ccccc2c1)Nc1ccc(F)cc1
-2,10,4,-13,4,-2,-13,1.0,11,4,-1,CCOC(=O)Cn1c2c(c(=N)c3ccccc31)CCC2
-6,17,0,22,4,7,-6,-1.8,1,-3,-2,COc1cc2c(c(OC)c1OC)C(=O)CO2
-35,-11,-26,-11,-3,-4,-2,0.3,-33,-10,-2,C=Cc1ccc(C2=CC(=O)C[C@H](c3ccc(OC)cc3)C2)cc1
-20,-9,-2,25,x,4,x,-0.6,-2,-5,9,COc1cc(OC)nc(C(NC(=O)C2CCN(Cc3ccc(Oc4ccccc4)cc3)CC2)c2ccc(F)cc2)n1 (configuration not stated)
-32,7,6,4,8,-4,-4,-1.5,-19,-2,3,CC(C)COc1nc2ccccc2c(=O)n1OCC(=O)O
7,4,20,41,10,-23,-2,1.7,15,10,5,CCCCn1c(CN2CCN(c3cccc(Cl)c3)CC2)nc2c1c(=O)[nH]c(=O)n2C
-17,-9,-30,-10,-9,-7,-9,1.7,-16,-1,-7,CCOC(=O)c1ccc(NC(=O)N2CC(C)OC(C)C2)cc1 (configuration not stated)
11,-1,0,7,23,-3,-7,-1.4,-8,-7,6,COc1cccc(/C=N/NC(=O)c2c(-c3ccccc3)noc2C)c1
-6,14,-25,-1,-2,3,2,-1.5,-16,-1,-16,CC(Oc1ccccc1)C(=O)Nc1nc2c(s1)C(=O)CC(C)(C)C2 (configuration not stated)
-4,1,-2,21,0,0,-3,1.7,0,7,-8,CCc1nnc(NC(=O)CCC(=O)N2CCN(c3cc(C)ccc3C)CC2)s1
12,19,16,7,10,5,0,-2.2,2,5,1,Cc1ccc(C)c(NCCC#N)c1
9,0,-12,-12,9,11,-5,-1.5,-1,4,-4,COc1cc(OC)cc(-c2nc3nc(C)c(CCC(=O)O)c(C)n3n2)c1
-19,1,-23,-19,-4,21,-3,-1.2,-39,5,-11,CC1(C)CC(=O)c2cnc(N3CCc4ccccc4C3)nc2C1

High-throughput results deposited in PubChem by several laboratories.
